CHOP inhibitor: blocks CHOP induction under ER stress. CHO-K1 CHOP-promoter luciferase, tunicamycin-induced, 15-18 h. inhibition, % at 10 µM. actives 3.8% (n = 220,000). AID 2732;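 active = compounds that reduced the stress-induced luciferase reporter signal by more than about 70% of percent inhibition, limit read from the data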;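 note: 0% = tunicamycin plus vehicle and 100% = wells without tunicamycin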
NPY2 pot ag: human NPY-Y2 potentiation or agonism, primary screen; P49146; cells expressing NPY-Y2, potentiator/agonist read-out; activation, % at 3.6 µM; actives 0.45% (n = 220,000); in the data active = activation above about 27%;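 note: cells stimulated with NPY near EC25 plus isoproterenol at EC100; 0% = vehicle plus submaximal agonist and 100% = vehicle plus saturating agonist; some results beyond the cut were filed as inactive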
p47phox inh: inhibitors of human p47phox binding; actives 0.53% (n = 220,000); inhibition, % at 24.7 µM; p47phox/p22phox peptide binding, fluorescence polarization, 2 h; AID 1274;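 active = inhibition above about 30%, limit read from the data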;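 note: 0% = p47phox with labelled peptide and 100% = labelled peptide alone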
Target sequence (P14598 whole entry, looked up): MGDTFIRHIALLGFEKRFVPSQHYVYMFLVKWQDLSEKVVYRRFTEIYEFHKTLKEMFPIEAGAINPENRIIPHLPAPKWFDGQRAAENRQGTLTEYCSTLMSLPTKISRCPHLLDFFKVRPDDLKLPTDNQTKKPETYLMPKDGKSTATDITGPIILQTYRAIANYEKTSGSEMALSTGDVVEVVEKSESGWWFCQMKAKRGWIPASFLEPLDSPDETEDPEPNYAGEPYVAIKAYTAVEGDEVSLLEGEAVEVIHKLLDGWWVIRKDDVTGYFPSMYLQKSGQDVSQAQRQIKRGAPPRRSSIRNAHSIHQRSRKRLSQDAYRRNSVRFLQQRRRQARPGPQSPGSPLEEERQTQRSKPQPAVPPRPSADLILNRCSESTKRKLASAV
S1P4 agonist: activates the human S1P4 receptor; S1P4-expressing cell line, agonist reporter assay; activation, % at 4.98 µM; actives 0.35% (n = 220,000); AID 1509; in the data active = activation above about 11%;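 note: 0% = DMSO vehicle and 100% = reference agonist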
NPY-Y1 antag: blocks the human neuropeptide Y Y1 receptor; P25929; HEK293-CNG Y1 cells, membrane potential fluorescence; NPY at EC95, then isoproterenol; inhibition, % at 3.6 µM; actives 1% (n = 200,000);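 active = inhibition above the campaign mean inhibition of all tested compounds plus 3 SD, cut at about 20% in these data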;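 note: 0% = DMSO wells given NPY plus isoproterenol and 100% = isoproterenol alone without NPY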
Target sequence (P25929 whole entry, looked up): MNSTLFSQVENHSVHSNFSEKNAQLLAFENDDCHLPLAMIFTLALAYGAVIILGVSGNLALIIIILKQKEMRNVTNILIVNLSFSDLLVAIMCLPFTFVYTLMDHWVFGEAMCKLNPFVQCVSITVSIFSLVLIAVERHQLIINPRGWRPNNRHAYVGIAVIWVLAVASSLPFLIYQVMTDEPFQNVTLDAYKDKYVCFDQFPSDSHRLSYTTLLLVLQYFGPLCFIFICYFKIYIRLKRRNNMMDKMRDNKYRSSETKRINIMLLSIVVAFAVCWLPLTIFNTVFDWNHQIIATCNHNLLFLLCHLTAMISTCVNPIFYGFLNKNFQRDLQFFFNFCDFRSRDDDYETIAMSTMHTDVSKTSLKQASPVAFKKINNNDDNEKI
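Benchmarks – high control isoproterenol alone, low control NPY with isoproterenol · Material – HEK293 Y1/CNG channel cell line · Times – dye 3 h, compound 60 min room temperature, stimulation 45 min · Probe or stimulus – NPY (25 nM), isoproterenol (1 µM), Ro 20-1724 (25 µM) · Evaluation – % inhibition of NPY effect · Signal – fluorescence, membrane potential probe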
Ba/F3 V617F tox: loss of viability in JAK2V617F-driven Ba/F3 cells; Ba/F3 EpoR-JAK2V617F viability, ATP luminescence; inhibition, % at 5.6 µM; actives 1.1% (n = 220,000);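 active = inhibition above the campaign mean plus 3 SD over all tested compounds, cut at about 24% in these data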;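 note: cytokine-independent growth of Ba/F3 cells driven by EpoR plus mutant JAK2; 0% = DMSO-treated cells and 100% = JAK inhibitor I control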
NPY1 pot ag: potentiates or activates human NPY-Y1 receptor; P25929; NPY-Y1 expressing cells, potentiator/agonist activation; activation, % at 3.6 µM; actives 0.37% (n = 220,000); AID 1304; in the data active = activation above about 33%, passing the limit was not always enough;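 note: cells stimulated with NPY at EC10 then isoproterenol at EC100; 0% = low agonist plus stimulus and 100% = saturating agonist plus stimulus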
BaF3 tox: reduces parental Ba/F3 cell viability, JAK2V617F counter-screen; CellTiter-Glo ATP luminescence; inhibition, % at 5.6 µM; actives 1.1% (n = 220,000);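 active = inhibition above a per-campaign cutoff, the mean inhibition of all tested compounds plus 3 SD, cut at about 27% in these data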;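 note: 0% = DMSO wells and 100% = JAK Inhibitor I control wells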
S1P4 antagonist: antagonists of human S1P4 receptor. O95977. S1P4-expressing cells, antagonist mode, reporter read-out. inhibition, % at 4.98 µM. actives 0.26% (n = 220,000). AID 1510; in the data active = inhibition above about 29%;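 note: 0% = wells stimulated with agonist and 100% = vehicle wells without agonist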
* marks the source's active call; other numbers are inactive results; . = no result given; & = joins results of further samples.

The line under a structure holds: CHOP inhibitor, NPY2 pot ag, p47phox inh, S1P4 agonist, NPY-Y1 antag, Ba/F3 V617F tox, NPY1 pot ag, BaF3 tox, S1P4 antagonist
1) O=C(Nc1nc2ccc([N+](=O)[O-])cc2s1)C1CCCO1 (stereo not given)
  -13, -3, 3, 0.3, 6, 0, 26, 2, -7
2) CC1CCCN(C(=O)COC(=O)c2ccc[nH]c2=O)C1 (stereo not given)
  12, 13, 5, -0.2, 0, 1, -13, 4, -14
3) Cn1c(N)c(C(=O)COC(=O)c2ccnc3ccccc23)c(=O)n(C)c1=O
  5, -10, 16, 1.4, -5, 6, -15, 9, -1
4) COc1ccccc1CNC(=O)COC(=O)CCC(=O)c1cccs1
  17, -9, 0, -1.6, 3, 2, 3, 8, 2
5) CC(=O)n1cc([C@@H]2C=C(C(=O)N3CCOCC3)O[C@H](OCc3ccc(CO)cc3)C2)c2ccccc21
  12, -14, ., -1.7, -1, -1, -4, 1, -2
6) CC(NC(=O)COc1cccc(Br)c1)C(=O)O (stereo not given)
  -15, -6, -3, 3.2, 3, -1, -10, 4, 0
7) COc1ccccc1CNc1ncnc2nc[nH]c12
  17, 12, -4, 2.1, 7, 0, 8, 3, -14
8) COc1ccc(C(C(=O)NC2CCCCC2)N(C(=O)c2sc(C)nc2C)c2ccccc2)cc1 (stereo not given)
  12, -8, 17, -1.1, 1, 5, -7, 7, 9
9) COc1ccccc1NC(=O)c1ccccc1NC(=O)c1cc(Cl)ccc1NC(=O)c1ccco1
  5, -10, 4, -0.3, 0, 6, 2, 3, 2
10) CN1C(=O)c2ccc(C(=O)NCc3ccc4c(c3)OCO4)cc2C1=O
  -15, -17, -8, 1.1, 8, -3, 6, 9, -1

(listing goes on)
The line under a structure holds: CHOP inhibitor, NPY2 pot ag, p47phox inh, S1P4 agonist, NPY-Y1 antag, Ba/F3 V617F tox, NPY1 pot ag, BaF3 tox, S1P4 antagonist
11) NC(=O)c1ccccc1
  -33&3, 7, 4, -0.5, 1, -4, -8, 0, -8
12) COc1ccc2nc(N3CCCC(C(=O)NCCCN4CCN(C)CC4)C3)sc2c1 (stereo not given)
  21, 19, -7, 1.2, -3, -1, 9, 2, -25
13) O=C(Nc1cccc2nsnc12)c1cccnc1Cl
  22, 2, -8, 2.5, 0, -1, -11, 1, -10
14) CCCC(=O)c1cc2c(cc1NC(=O)CC)OCCO2
  23, 8, -9, -0.8, 5, 1, 21, 7, 19
15) Cc1cccc(NC(=S)N2CCCCC2)c1
  2, -1, -3, 0.7, 0, -3, -3, -1, -9
16) Cc1ccccc1SC1CCN(Cc2nc(C3CC3)no2)CC1
  23, 11, -6, 0.2, 4, -4, -16, 3, -14
17) CNS(=O)(=O)c1ccc2ccccc2c1
  7, -2, 3, -0.8, ., -2, 11, 2, -3
18) O=C(NCCc1cccs1)C1CC(c2c(Cl)cccc2Cl)=NO1 (stereo not given)
  7, 5, -6, 2.0, 6, -2, 25, 3, -2
19) Cc1ccc(-c2cc(C(=O)Nc3cc(C(=O)O)ccc3C)c3ccccc3n2)cc1
  19, -19, -8, -0.3, 3, 4, 1, 5, 7
20) O=C(CSc1nc2c([nH]c3ccccc32)c(=O)n1-c1ccccc1)N1CCOCC1
  5, 12, 17, -2.6, 4, 0, -1, 3, -1

Other entries follow:
The line under a structure holds: CHOP inhibitor, NPY2 pot ag, p47phox inh, S1P4 agonist, NPY-Y1 antag, Ba/F3 V617F tox, NPY1 pot ag, BaF3 tox, S1P4 antagonist
21) O=C(CN1CCN(c2ncccn2)CC1)N1CCN(C(c2ccccc2)c2ccccc2)CC1
  ., -20, ., -1.9, 1, 6, -18, 6, -14
22) Cc1cc(NC(=O)c2ccc(Br)cc2)nc(C)n1
  4, -16, -4, 0.1, -2, 1, -4, 6, -2
23) COc1cccc(OC)c1C(=O)Nc1cc(Cl)ccc1N1CCOCC1
  -8, -6, 4, 0.8, 4, -1, -16, 6, 7
24) CC1=C(C(=O)OCc2ccccc2)C(c2ccc(C(F)(F)F)cc2)NC(=O)N1CCCCCC(=O)O (stereo not given)
  -4, -11, -8, 1.3, 0, 6, -5, 9, 19
25) COc1ccc(C(=O)c2cc3cccc(OC)c3o2)cc1
  18, -9, -15, 1.1, 3, -1, -13, 3, -5
26) CCOC(=O)NC(=O)COC(=O)Cc1cc(OC)c(OC)c(OC)c1
  9, 2, 8, 1.1, -4, 4, -4, 1, 3
27) O=C(Nn1cnnc1)C1CCCN1S(=O)(=O)c1ccc(F)cc1 (stereo not given)
  -12, -24, 1, -1.0, -2, 1, -8, 6, 7
28) CCOC(=O)n1c(=O)n(Cc2ccccc2)c2ccccc21
  48, 2, 10, -1.4, 0, -2, -24, 3, -17
29) Cc1ccccc1Cc1c(C)nc2c(C(=O)NCc3ccc4c(c3)OCO4)cnn2c1C
  35, -22, -16, 2.5, 15, 0, -2, 3, 1
30) N#Cc1c(NC(=O)COC(=O)c2ccc(S(=O)(=O)N3CCCC3)cc2)sc2c1CCCCC2
  13, 2, -46, 0.4, 0, -2, 17, 1, -10

Entries of single compounds, looked up by structure.
Cc1ccccc1Cc1c(C)nc2c(C(=O)NCc3ccc4c(c3)OCO4)cnn2c1C as listed: CHOP inhibitor = 35; NPY2 pot ag = -22; p47phox inh = -16; S1P4 agonist = 2.5; NPY-Y1 antag = 15; Ba/F3 V617F tox = 0; NPY1 pot ag = -2; BaF3 tox = 3; S1P4 antagonist = 1
N#Cc1c(NC(=O)COC(=O)c2ccc(S(=O)(=O)N3CCCC3)cc2)sc2c1CCCCC2 as listed: CHOP inhibitor = 13; NPY2 pot ag = 2; p47phox inh = -46; S1P4 agonist = 0.4; NPY-Y1 antag = 0; Ba/F3 V617F tox = -2; NPY1 pot ag = 17; BaF3 tox = 1; S1P4 antagonist = -10

Continued.
The line under a structure holds: CHOP inhibitor, NPY2 pot ag, p47phox inh, S1P4 agonist, NPY-Y1 antag, Ba/F3 V617F tox, NPY1 pot ag, BaF3 tox, S1P4 antagonist
31) Cc1ccc(C(=O)N/C(=C\c2ccc(-c3ccc(Br)cc3)o2)C(=O)NC2CCS(=O)(=O)C2)cc1 (stereo not given)
  41, -4, 5, -0.5, -2, -2, -15, 4, -47
32) O=C(NC1CCCCC1)C(c1cccs1)N(C(=O)c1ccco1)c1ccc2c(c1)OCCO2 (stereo not given)
  23, -7, -110, 1.2, 10, 1, 18, 2, -10
33) CCCCn1c(=NC(=O)c2cccnc2)c(C#N)cc2c(=O)n3cccc(C)c3nc21
  36, 7, 0, 3.6, 4, 3, -22, 6, 6
34) COc1cc2c(cc1OC)CN(C(=O)c1ccc(S(=O)(=O)N(C)c3ccccc3)cc1)CC2
  39, -1, 10, -0.5, -1, 4, -14, -1, 2
35) Cn1cnc(S(=O)(=O)Nc2ccc3c(c2)OCCO3)c1
  26, 16, -12, 1.4, ., -2, 1, 1, 2
36) COc1ccccc1CN=C1NC(=O)C(CC(=O)Nc2ccc(OC)c(OC)c2)S1 (stereo not given)
  41, -4, -14, -2.6, -2, 1, 15, 3, 14
37) Cn1ccnc1C(O)(c1ccccc1)c1nccn1C
  15, 4, 48*, 0.3, ., -2, 0, 2, -13
38) O=C(Nc1ccccc1)c1ccc(Cn2cc(C(F)(F)F)ccc2=O)cc1
  9, -6, -16, 0.1, -8, -5, 8, 0, -11
39) O=C(NCCN1CCC(Cc2ccccc2)CC1)C1CCCN(S(=O)(=O)c2cnc[nH]2)C1 (stereo not given)
  3, -13, -19, -0.5, 4, 2, -8, 11, -12
40) COc1ccc(C2/C(=C(/O)c3ccc(C)cc3)C(=O)C(=O)N2c2ccccn2)cc1OC (stereo not given)
  15, -24, -6, 1.6, ., 5, 2, -6, 0

Carrying on.
The line under a structure holds: CHOP inhibitor, NPY2 pot ag, p47phox inh, S1P4 agonist, NPY-Y1 antag, Ba/F3 V617F tox, NPY1 pot ag, BaF3 tox, S1P4 antagonist
41) O=C(CSc1nnc2n1CCCN2)c1ccc(Cl)cc1
  23, -4, 1, -1.2, 2, 5, -15, 1, 7
42) O=C(CSCC(=O)NC1CC1)Nc1ccc2ccccc2c1
  28, -3, -11, -0.6, 1, 1, 4, 3, -19
43) CCc1ccc(OCC(=O)NC(NC(=S)Nc2ccccc2)C(Cl)(Cl)Cl)cc1 (stereo not given)
  105*, 7, -8, 0.8, 11, -1, -9, 0, -6
44) COc1cccc(C(=O)NN2C(=S)N(c3ccccc3)C(=O)C2CC(N)=O)c1 (stereo not given)
  -34, 8, -2, -0.3, ., -5, 3, 8, 6
45) CCCCn1nc(NC(=O)c2cccs2)c2cc3ccccc3nc21
  66, -12, -12, 2.2, 4, -4, 7, 9, -4
46) O=C(Nc1ccccc1)C1=C[C@H](c2csc3ccccc23)C[C@H](OCc2ccc(CO)cc2)O1
  -6, -15, -72, 16*, 26*, 2, -3, -5, -19
47) CCN(CC)c1ccc(/C=C2/C(=O)c3ccc(C(=O)O)cc3C2=O)cc1
  7, 7, -242, -1.6, -3, 1, -17, 6, -5
48) O=C(Nc1ccccc1)C1=C[C@@H](c2ccc(C(F)(F)F)cc2)C[C@@H](OCc2ccc(CO)cc2)O1
  -18, 20, ., 0.1, 3, 4, 8, 3, -8
49) COc1ccc(C(=O)Nc2ccc(S(=O)(=O)NC(C)(C)C)cc2)cc1[N+](=O)[O-]
  17, 8, -15, -0.7, 0, 5, 17, 7, -6
50) CC12CCC(C(=O)NNc3ccc([N+](=O)[O-])cc3)(OC1=O)C2(C)C (stereo not given)
  32, -14, -1, 1.6, ., 0, 1, 1, 4

Structures above containing a cyano group:
The line under a structure holds: CHOP inhibitor, NPY2 pot ag, p47phox inh, S1P4 agonist, NPY-Y1 antag, Ba/F3 V617F tox, NPY1 pot ag, BaF3 tox, S1P4 antagonist
30) N#Cc1c(NC(=O)COC(=O)c2ccc(S(=O)(=O)N3CCCC3)cc2)sc2c1CCCCC2
  13, 2, -46, 0.4, 0, -2, 17, 1, -10
33) CCCCn1c(=NC(=O)c2cccnc2)c(C#N)cc2c(=O)n3cccc(C)c3nc21
  36, 7, 0, 3.6, 4, 3, -22, 6, 6

New compounds follow
The line under a structure holds: CHOP inhibitor, NPY2 pot ag, p47phox inh, S1P4 agonist, NPY-Y1 antag, Ba/F3 V617F tox, NPY1 pot ag, BaF3 tox, S1P4 antagonist
51) COc1ccc(N(C(=O)c2ccco2)S(=O)(=O)c2cccc([N+](=O)[O-])c2)cc1
  53, 11, 1, -3.8, -2, -2, -9, 7, 5
52) CSc1ccccc1NC(=O)Nc1cccc(F)c1
  13, -23, -1, 1.3, 3, 3, -5, 8, -5
53) COc1cccc(C2/C(=C(\O)c3ccc4c(c3)OCO4)C(=O)C(=O)N2CCN(C)C)c1OC (stereo not given)
  32, 9, -10, -1.1, -3, -5, -2, 2, -10
54) O=C(NNC(=S)NCc1ccco1)C(c1ccccc1)c1ccccc1
  -14, 3, -9, -0.8, 3, 0, 11, 8, 10
55) Cc1noc(C)c1CSc1ccc(Br)cc1
  1, 3, -4, -1.3, 18, -2, -12, 0, 6
56) O=C(N/N=C/c1cc2c(cc1Br)OCO2)c1cccnc1
  -1, -3, 3, -0.5, 0, 3, -6, 8, -10
57) CN(C(=O)C12CC3CC(CC(C3)C1)C2)C1CCS(=O)(=O)C1 (stereo not given)
  3, -18, -15, 0.0, 3, 0, 19, 6, -25
58) CCN=C1SC(CC(=O)NCCc2ccc(OC)cc2)C(=O)N1CC (stereo not given)
  -9, 4, -26, -0.8, -1, -3, -14, 1, -17

Compound activity (PubChem)
